Source: PubChem BioAssay (Broad Institute)
PAX8 inh HTS – lowers PAX8-driven luciferase in RMG-I cells | inhibition, % at 12.6 µM | RMG-I TPO-luciferase reporter, SteadyGlo, 24 h | hit rate 1.2% among 360,000;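 active = mean replicate inhibition at least 60% with every replicate also reaching 60%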;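 note: luciferase light reporting Pax8 driven TPO promoter activity; plate controls were median of neutral control wells for no effect and mitoxantrone controls for full effect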
ARNT TACC3 PPI – disruptors of human ARNT/TACC3 interaction | AlphaScreen His-ARNT PAS-B/GST-TACC3 binding, luminescence; TACC3 fragment carries E629A point mutation | inhibition, % at 9.99 µM | hit rate 0.66% among 390,000 | AID 623870;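 active = mean inhibition of replicates at least 50% and at least half of replicates each reaching 50%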;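 note: 0% = complete ARNT plus TACC3 wells and 100% = ARNT alone without TACC3; many hits fall short of the cut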
An asterisk follows results filed as active. An excerpt. The share of hits here may be higher or lower than overall.

Molecule,ARNT TACC3 PPI,PAX8 inh HTS
O=C(CCCN1C(=O)c2ccccc2C1=O)Nc1ccccn1,0,-33
CCOC(=O)c1[nH]cnc1C(=O)NC1CCCCC1,-10,-20
COC(=O)c1sccc1NC(=O)CSc1ccccc1NS(=O)(=O)c1ccc(Br)cc1,15,15
CCOC(=O)c1cnn(-c2ccc(C)cc2)c1N,-6,-113
CC(=O)Nc1ccc(NS(=O)(=O)c2ccc3ccccc3c2)cc1,18,24
CCCCC(=O)NCCNc1nc2c(c(=O)n(C)c(=O)n2C)n1Cc1ccccc1,3,-2
CCC(C)N(C(=O)C(F)(F)F)C(C(=O)NC1CCCCC1)c1ccncc1 (stereo not drawn),-3,-4
Cc1ccc(Cl)cc1NC(=O)C1CCCN(S(=O)(=O)c2c(C)noc2C)C1 (stereo not drawn),-6,17
Cc1ccc(S(=O)(=O)NC2CCC(C(=O)O)CC2)cc1 (stereo not drawn),34,-1
CCOc1ccccc1NC(=O)c1ccc(S(=O)(=O)N(C)C)cc1,-11,-11
Cc1nn(Cc2ccc([N+](=O)[O-])cc2)c(=O)n1-c1cccc(F)c1,-3,-6
N#C/C(=N\Nc1ccc(Cl)cc1)C(=O)c1ccccc1,4,-10

Next part; the last 4 above are carried over.
Molecule,ARNT TACC3 PPI,PAX8 inh HTS
Cc1ccc(S(=O)(=O)NC2CCC(C(=O)O)CC2)cc1 (stereo not drawn),34,-1
CCOc1ccccc1NC(=O)c1ccc(S(=O)(=O)N(C)C)cc1,-11,-11
Cc1nn(Cc2ccc([N+](=O)[O-])cc2)c(=O)n1-c1cccc(F)c1,-3,-6
N#C/C(=N\Nc1ccc(Cl)cc1)C(=O)c1ccccc1,4,-10
COc1cc(C(=O)Nc2ccc3c(c2)OCCO3)c(-n2cnnn2)cc1OC,3,8
Cc1ccc(Nc2nc(N)nc(CN3CCN(Cc4ccc5c(c4)OCO5)CC3)n2)c(C)c1,12,5
Cc1nc2ccccc2cc1OCc1ccc(Cl)cc1,-11,-55
O=C(NCc1ccccn1)c1n[nH]c2ccccc12,24*,-38
CCCc1cc(=O)oc2cc3occ(C)c3cc12,-1,6
Cn1/c(=N/N=C/c2ccc(Cl)c([N+](=O)[O-])c2)sc2ccccc21,-1,15
CCC(Oc1ccccc1)C(=O)NCc1cccnc1 (stereo not drawn),-2,0
O=C(C1CC1)N1CCc2cc(Br)cc(S(=O)(=O)NCCCN3CCCC3)c21,1,-3
CS(=O)(=O)N(Cc1nnc(-c2cccs2)o1)c1ccc(Cl)cc1F,-19,8
CCCn1c(-c2ccc(F)cc2)n[nH]c1=S,-2,16
CCOc1cc(C(=O)O/N=C(\N)c2ccc([N+](=O)[O-])cc2)cc(OCC)c1OCC,0,-11
CN(C)S(=O)(=O)c1ccc2c(c1)nc(CCC(=O)NCC1CCCCC1)n2C,-5,12
CCCSc1nnc2c(n1)OC(c1cccn1C)N(C(C)=O)c1ccccc1-2 (stereo not drawn),0,8
COc1ccc(C(CC(=O)O)NC(=O)c2cccs2)cc1 (stereo not drawn),-1,-4
O=C(CN(C(=O)Cn1nnc(-c2cccs2)n1)c1ccc2c(c1)OCCO2)NCc1ccccc1,1,-1
CC(C)(C)C(=O)Nc1ccccc1C(=O)Nc1ccncc1,-1,10
COc1ccccc1CNC(=O)c1ccc(OCc2c(C)noc2C)c(OC)c1,2,-5
OC(C#CCN1CCOCC1)c1cccs1 (stereo not drawn),-5,3
S=C(NCc1ccco1)N1CCN(Cc2ccco2)CC1,0,1
CCCN(C(=O)Cn1ncc2c(=O)oc3ccccc3c21)c1cccc(C)c1,0,26
COc1ccc(N2CCN(C(=O)c3cn(C4CCCC4)c(=O)c4c3c3ccccc3n4C)CC2)cc1,4,28
CCCCN1C2CCCC1CC(NC(=O)C1CCCCC1)C2 (stereo not drawn),-3,-17
O=C(CCn1c(=O)[nH]c2ccccc2c1=O)N1CCN(c2ccc(Cl)cc2)CC1,-1,4
CCc1ccccc1NC(=O)N1CCC(NC(=O)C(Cc2ccc(OC)c(OC)c2)NC(C)=O)CC1 (stereo not drawn),-5,11
CCCCCn1c(=O)[nH]c2cc(C(=O)NCc3ccco3)ccc2c1=O,-5,3
CCNc1nc(NC(C)C)nc(N(C#N)CCOc2ccc(Cl)cc2Cl)n1,-2,11
CCCc1nc(SCC(=O)Nc2ccc(N3CCOCC3)cc2)c2ccccc2n1,-4,7
Cc1cc(OCC(=O)NCC(C)C)cc(C)c1Br,-13,-22
Cn1c2ccccc2c2c(C(=O)N3CCN(c4ccccn4)CC3)cn(C3CCCC3)c(=O)c21,8,30
Cc1cccc(-c2nnc(SCc3cc(=O)[nH]c4ccccc34)n2C)c1,1,7
COc1ccc(C(=O)Nc2ccc(S(=O)(=O)Nc3nccc(C)n3)cc2)cc1OC,-6,2
CC(=O)c1nn(-c2cccc(Br)c2)cc1C(=O)c1ccc(Br)cc1,-2,7
Cc1ccc(N2C(=O)C(Cl)=C(NCCO)C2=O)c(C)c1,-2,0
Cc1c(-n2cc(C(=O)c3ccccc3O)cc(C#N)c2=O)c(=O)n(-c2ccccc2)n1C,-5,11
O=C(Oc1cccc(C(=O)N2CCOCC2)c1)c1ccc(Br)cc1,-6,7
COc1cccc(-c2nnc3sc(-c4ccccc4)nn23)c1,1,-38

Quoted from the listing.
`COc1ccc(C(=O)Nc2ccc(S(=O)(=O)Nc3nccc(C)n3)cc2)cc1OC` | PAX8 inh HTS: 2
`COc1cccc(-c2nnc3sc(-c4ccccc4)nn23)c1` | ARNT TACC3 PPI: 1

(cont.)
Molecule,ARNT TACC3 PPI,PAX8 inh HTS
Cc1cccc(OCC(=O)Nc2ccc3c(c2)OCO3)c1C,-3,-23
COC(=O)c1cc(NC(=O)c2ccoc2C)cc(C(=O)OC)c1,-9,-12
Cc1cccc(NC(=O)NCc2ccccn2)c1,-3,-58
FC(F)(F)c1cc(Oc2ccccc2)nc(-c2ccccn2)n1,0,-10
COc1ccc(NC(=O)CSc2nnc(-c3ccccn3)n2Cc2ccco2)cc1OC,14,-21
O=C(c1c(O)c2ccccc2oc1=O)C1CCCCC1,-1,-2
Cc1ccccc1-c1nnn(CC(=O)c2ccc(S(=O)(=O)N3CCCC3)cc2)n1,0,-43
COc1cc(-c2nnc(CSc3nnc4nc(C)cc(C)n34)o2)cc(OC)c1OC,-2,1
Nc1nc(CN2CCCCC2)cs1,7,5
Cc1cc2c(cc(C(=O)OCC(=O)NCc3ccco3)n2C)s1,-5,14
CCOC(=O)C1C(c2cccc(Cl)c2Cl)NC(=O)NC1(O)C(F)(F)F (stereo not drawn),5,24
Cc1nc(COC(=O)c2ccc(S(=O)(=O)N3CCCC3)cc2)cs1,1,-11
CCn1c(CNC(=O)COc2ccc(C(C)C)cc2)nnc1SCC(=O)NC1CCCCC1C (stereo not drawn),-6,4
Cc1cc(N(C)C)c(C#N)c(N2CCCCC2)n1,-6,-12
CC1(C(=O)NC2CCCCCC2)CCC(=O)N1Cc1ccc2c(c1)OCO2 (stereo not drawn),-2,-10
CC(=O)O/N=C/c1c(N2CCOCC2)n(C)c2ccccc12,6,8
COc1ccccc1N1CCN(C(=O)CCc2ccc(S(=O)(=O)NCC(C)C)cc2)CC1,28,10
O=C(CCS(=O)(=O)c1cccc2nsnc12)NC1CCCCCC1,3,-8
CCc1ccc2[nH]c(=O)c(CN(CCCO)C(=O)NCc3ccccc3)cc2c1,-2,15
Cc1cc(Cl)ccc1OCC(=O)Nc1ccccc1N1CCOCC1,-3,-3
CCCCC(CC)C(=O)NCc1ccccc1OC (stereo not drawn),4,-23
COc1cc(/C=C(/C#N)c2ccccc2)ccc1Oc1ccc([N+](=O)[O-])cn1,31,7
O=c1c(-c2cccc3ccccc23)[n+]([O-])c2ccccc2n1O,4,8
O=S(=O)(N/N=C/c1cn(Cc2ccccc2)c2ccccc12)c1ccccc1,1,-41
Cc1cccc(NC(=O)CSc2nnc(-c3cnccn3)n2Cc2ccco2)c1,0,12
Cn1c(CN2CCOCC2)nnc1SCC(=O)Nc1nccs1,4,3
O=C(COC(=O)Cn1[nH]c(=O)c2ccccc2c1=O)Nc1ccc2c(c1)OCO2,-1,-5
O=C(O)c1ccoc1CN1CCCCC1,-9,7
O=S(=O)(c1ccc2oc3ccccc3c2c1)N1CCOCC1,2,3
O=C(CSc1nc2ccccc2c(=O)n1-c1cccc(C(F)(F)F)c1)NC1CC1,-4,16
Fc1cccc2sc(Nc3nnc(-c4ccco4)o3)nc12,5,-81
O=C(Nn1cnnc1)c1ccncc1,-3,10
COc1ccc(CCNC(=O)c2nonc2N)cc1,-1,-98
C=CCn1c(SC(CCO)C(=O)NCc2ccco2)nc2sc3c(c2c1=O)CCC3 (stereo not drawn),4,18
COc1ccc(C(=O)N(C(C)C)C(C)C)c(OC)c1,-21,9
COc1ccc(NC(=O)C2CCN(S(=O)(=O)c3ccc(C)cc3)CC2)cc1OC,-5,-1
CSc1nc2ccc(Nc3nc(N4CCOCC4)nc(N4CCOCC4)n3)cc2s1,-5,6
Cn1c(SCC(=O)C(C)(C)C)nnc1-c1ccccn1,14,-6
Cc1ccc(-c2nnn(CC(=O)N(CC3CCCO3)C(C(=O)NC(C)(C)C)c3ccc(F)cc3)n2)o1 (stereo not drawn),2,18
O=C(OCCOc1ccccc1Cl)c1ccc(-n2cnnn2)cc1,-12,-78
CCN(CC)S(=O)(=O)c1ccc(C(=O)Oc2ccc3c(c2)OCO3)cc1,-5,15
Cc1nnc(SCCn2c(Br)nc3c2c(=O)n(C)c(=O)n3C)s1,-5,12
COc1ccc(/C(N)=N/OC(=O)CSc2ccccc2)cc1OC,-19,-153
CCN(CC)CCNC(=O)CS(=O)Cc1nc(-c2ccccc2Cl)oc1C (stereo not drawn),-2,8
CCC(C)NC(=O)c1csc2c1CCCCC2 (stereo not drawn),-7,-12
COc1ccccc1-c1nnc(N(C)C(=O)C2CCCO2)s1 (stereo not drawn),-15,-3
O=C(Cn1ccc2ccccc2c1=O)NCCC(=O)Nc1ccc2c(c1)OCCO2,-4,0
COc1cc(/C=N/O)cc(Br)c1OCc1cccc(Cl)c1,-1,-26
Cc1ccc(-c2csc(NC(=O)c3ccno3)n2)cc1,-1,-137
COc1cccc(C(C(=O)NC2CCCCC2)N(CC2CCCO2)C(=O)CNC(=O)c2ccco2)c1 (stereo not drawn),4,14
CCCCC(=O)NN(C)c1nc(-c2ccccc2)nnc1C(F)(F)F,-1,5
Cc1noc(C)c1COC(=O)C1COc2ccccc2O1 (stereo not drawn),-3,-7
Cc1cc(Cl)c(S(=O)(=O)NCc2cccnc2)cc1OCC(=O)NC1CCCCC1,-1,0
CCOC(=O)CSc1nc(C(C)C)nc2ccccc12,-11,-23
ON1C2CCCCC2N(O)C1c1c(F)c(F)c(F)c(F)c1F (stereo not drawn),0,-7
COc1ccc(OCC(=O)NCCc2ccc(S(N)(=O)=O)cc2)cc1,-19,-1
CCN(CC)CCCNC(=O)Cn1ncn2cccc2c1=O,-18,-13
Cc1ccc(S(=O)(=O)Nc2ccccc2C(N)=O)cc1,-4,6
Cc1sc2ncn3ncnc3c2c1C,-6,-16
CCN(CC(=O)NCc1cccs1)S(=O)(=O)c1cccc(C(C)=O)c1,-2,-3

Following part.
Molecule,ARNT TACC3 PPI,PAX8 inh HTS
COc1ccc(NC(=O)CSc2nnc(-c3ccccc3C)n2C)cc1,-23,-6
CCCCN1C(=O)N(C)C2C1N(C)C(=O)N2CCCC (stereo not drawn),-20,21
Cc1ccc(NCc2nnc(SCCN3CCCCC3)n2CC2CCCO2)c(C)c1 (stereo not drawn),-2,12
CCOC(=O)C1=C(C)Nc2ncnn2C1c1cccnc1 (stereo not drawn),-2,0
CCCCCc1nnc(NC(=O)OCCC)s1,-5,-64
CCOc1ccc(N2C(=O)CCC2=O)cc1,4,10
O=C(CCN1C(=O)c2ccccc2C1=O)N1CCOCC1,4,2
CC1(C)CC(=O)c2cc(C(=O)NC3CCSC3=O)c(=O)n(-c3ccccc3)c2C1 (stereo not drawn),0,16
Cc1ccc(OCc2nnc(SCC(=O)Nc3ccc4c(c3)OCO4)n2C)cc1,-1,-5
CCOc1ccc2nc(NC(=O)CN3CCC(n4nnc5cc(C(F)(F)F)ccc54)CC3)sc2c1,3,15
CN(Cc1nc2ccccc2n1C)C(=O)c1cccs1,0,17
O=c1cc(CSc2nnc(COc3ccccc3)o2)c2ccccc2[nH]1,15,24
CC(C)C(=O)Nc1cccc(C(=O)NCc2ccc(S(N)(=O)=O)cc2)c1,-4,-7
CCC(C)NC(=O)c1cnn2c1NC(c1ccc3c(c1)OCO3)CC2C(F)(F)F (stereo not drawn),14,22
Cc1nc(N)nc(Nc2ccc(Cl)cc2)c1Br,-1,-29
Nc1cc(=O)[nH]c(SCC(=O)NCC2CCCO2)n1 (stereo not drawn),-3,-10
CCCOc1ccc(Cn2c(=O)oc3ccc(C)cc32)cc1OC,-15,2
Oc1c(Cl)cc(Cl)cc1C=Nc1ccc2c(c1)OCCO2,-2,-107
CC1(C)CC(=O)C2=C(C1)N(c1ccc(F)cc1)C(=O)CC2c1ccccc1 (stereo not drawn),3,-1
COC(=O)c1c(NC(C)=O)sc(Cc2ccccc2)c1C,-10,2
CSC(=O)CC(=O)NC(=O)c1ccccc1,-8,14
O=C(CCCOc1ccc(Cl)cc1)Nc1nncs1,-7,-10
